Abeta yeast res = restores growth of yeast expressing A-beta42 peptide; 410,000 tested, 0.063% active; Potency, µM (titrated, usually from 46.1 µM), for inactives: at the top dose growth rescue, most hits filed as activators; yeast expressing A-beta42, growth rescue, OD600, 48 h; response scale: 0% DMSO, 100% iron-clioquinol control; further: nearly all actives have a fitted effect of over 55% in size
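Growth rescue measured by 600 nm absorbance after 48 h yeast culture at 30 C with compound. Values normalized between DMSO and an equimolar ferric chloride plus clioquinol control.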
FUS yeast rescue = FUS proteinopathy suppression in yeast; S. cerevisiae FUS-expressing, growth rescue, OD600, 24 h; Potency, µM (doses to about 76.6 µM), without a hit: at the highest dose growth rescue (activation), hits mostly activators; 390,000 tested, 0.24% active;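 further: plate controls were DMSO vehicle for no effect and reference control for full effect; nearly all actives have a fitted effect of over 55% in size; some results filed as inactive show a strong effect at the top dose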
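Yeast FUS proteinopathy model; galactose-induced FUS (2%), starting OD 0.005. Cpds in dilution series, 24hr, 30C, 99% humidity. Abs 600 nm growth. Pos ctrl CP55940 (top 92uM final); neg ctrl DMSO.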
* = called active by the depositor; ? = inconclusive; [ ] = remark or other dose. The call rests on the fitted dose curve; in most records, active means well fitted activation curve with a large enough effect; inconclusive means small, poorly fitted or top-dose-only effect; inactive means no such curve, though single readings can be large or run the other way. Potency means the concentration at half of the fitted maximal effect. A portion of the library; count on the stated rates, not on these rows.

SMILES | Abeta yeast res | FUS yeast rescue
Cc1ccc(CNC(=O)CC2Oc3ccc(Cl)cc3NC2=O)cc1 (stereo not drawn) | -10% | 11%
Cc1ccn2c(Nc3ccccc3)c(-c3c[nH]c4ccccc34)nc2c1 | -2% | ?
CCC12CN3CC(CC)(CN(C1)C3c1ccc(OCc3ccccc3)cc1)C2=O (stereo not drawn) | -7% | -32%
CC1=C(C(=O)Nc2ccc(Cl)cc2)C(C(C)C)n2nc(SCc3cccc(C)c3)nc2N1 (stereo not drawn) | -3% | -24%
COc1ccc(S(=O)(=O)N2CCC(Oc3cccc(C(F)(F)F)c3)CC2)cc1OC | -8% | -9%
COc1ccc(S(=O)(=O)NCc2ccc3c(c2)CCN3C(=O)c2ccccc2)cc1OC | 0% | 3%
COc1ccc(-c2cc3ccc(O)c(CN4CCCCC4C)c3oc2=O)cc1OC (stereo not drawn) | -15% | -7%
Cc1ccc2oc(-c3ccc(C)c(NC(=O)/C=C/c4ccco4)c3)nc2c1 | -5% | 12%
Cc1cccc(-c2nn3c(=O)cc(CN4CCN(C(=O)c5ccccc5Br)CC4)nc3s2)c1 | -15% | -5%
CCN(c1ccccc1)S(=O)(=O)c1ccc2[nH]cc(C(=O)NC3CCCCC3)c(=O)c2c1 | 4% | 13%
Cc1ccc(C(=O)CSc2nc3cc(C(=O)NC4CCCC4)ccc3c(=O)n2CC2CCCO2)cc1 (stereo not drawn) | -14% | -9%
COc1cccc(NC(=O)c2csc3c2CCCCC3)c1 | -43%[inhibitor] | 0%
CCC1CN(S(=O)(=O)c2cc(-c3cc(C)no3)ccc2OC)c2cc(Cl)ccc2O1 (stereo not drawn) | -14% | ?
CCc1cccc(NC(=O)c2cc(-c3ccccc3)n[nH]2)c1 | -13% | -11%
CC(=O)c1ccc(NC(=O)CSc2nc3c(=O)n(C)c(=O)n(C)c3n2C)cc1 | -27% | -1%
COc1cc(/C=C/c2nc(C#N)c(NCCc3ccccc3)o2)cc(OC)c1OC | 16% | 41%
Cc1cc(Nc2ccc(F)cc2F)nc(-n2nc(C)cc2C)n1 | ? | 2%
COc1ccccc1NC(=O)C(=O)c1cc(C)n(-c2cc(C)cc(C)c2)c1C | -12% | 5%
CCC(=O)Nc1ccccc1-c1nc2ccccc2n(CC(=O)Nc2ccccc2OC)c1=O | 10% | 8%
COc1ccc(C(=O)N2c3nc(-c4ccco4)nn3C3(CCCCC3)[C@@H]3CCCC[C@@H]32)cc1OC | -17% | ?
CCCCOc1ccc(C(=O)NCCc2sc3nc(-c4ccc(OC)cc4)nn3c2C)cc1 | -16% | -31%
Cc1ccccc1NC(=O)Cn1c(=O)n(CCC(=O)NCc2ccc3c(c2)OCO3)c(=O)c2sccc21 | -36%[inhibitor] | -7%
COc1ccc(S(=O)(=O)NCc2cccn2Cc2cccc(C)c2)cc1 | -6% | 7%
COc1cc(OC)c(NC(=O)N2CCc3cc(S(=O)(=O)N4CCC(C)CC4)ccc32)cc1Cl | 3% | -14%
CCOC(=O)c1cc(S(=O)(=O)Nc2c(C)cc(C)cc2C)[nH]n1 | -2% | 24%
O=C(NCc1ccc(F)cc1)C1CCN(S(=O)(=O)c2ccc3c(c2)CCCN3C(=O)C2CCC2)CC1 | 5% | 45%
O=C(Cn1nc(Cc2cccnc2)c2ccccc2c1=O)Nc1cccc(C(F)(F)F)c1 | -8% | 1%
COc1cccc(CCNC(=O)c2cnc3sc(N4CCCCCC4)nn3c2=O)c1 | -10% | -10%
COc1ccc(Cn2cc(S(=O)(=O)c3ccc(Cl)cc3)c(=O)c3cc4c(cc32)OCO4)cc1 | -2% | -2%
COCCCNC(=O)c1ccc2c(c1)NC(=O)C(C(C)C)N2 (stereo not drawn) | 10% | -17%

Five of the compounds above, with values under each structure:
Order of values: Abeta yeast res, FUS yeast rescue
- Cc1cc(Nc2ccc(F)cc2F)nc(-n2nc(C)cc2C)n1
→ ?, 2%
- COc1ccccc1NC(=O)C(=O)c1cc(C)n(-c2cc(C)cc(C)c2)c1C
→ -12%, 5%
- CCC(=O)Nc1ccccc1-c1nc2ccccc2n(CC(=O)Nc2ccccc2OC)c1=O
→ 10%, 8%
- COc1ccc(C(=O)N2c3nc(-c4ccco4)nn3C3(CCCCC3)[C@@H]3CCCC[C@@H]32)cc1OC
→ -17%, ?
- CCCCOc1ccc(C(=O)NCCc2sc3nc(-c4ccc(OC)cc4)nn3c2C)cc1
→ -16%, -31%

Later entries.
SMILES | Abeta yeast res | FUS yeast rescue
COc1ccc(-c2nc(Cn3c(SCc4cccc(Cl)c4)nc4ccncc43)c(C)o2)cc1 | -27% | 42%
Cc1ccc(NC(=O)c2c(C)oc3ccc(O)c(CN4CCCCCC4)c23)c(C)c1 | -6% | 19%
CCOC(=O)C1CCCN(C(=O)c2cc3c(=O)[nH]c4ccc(C)cc4c3s2)C1 (stereo not drawn) | -1% | -9%
O=C(c1ccc(CS(=O)c2ccccc2Cl)o1)N1CCN(c2ccccc2F)CC1 (stereo not drawn) | -5% | 11%
COc1ccc(OC)c(NC(=O)/C=C/c2ccc(C)o2)c1 | -30%[inhibitor] | 2%
COCCN1CCc2nc(SCC(=O)Nc3ccc(Br)cc3)[nH]c(=O)c2C1 | -13% | 2%
CCOc1cccc(Nc2nn(-c3ccc(OC(F)(F)F)cc3)nc2C(C)=O)c1 | -7% | -23%
Cc1ccn2c(Nc3ccc(C(C)C)cc3)c(-c3ccsc3)nc2c1 | 5% | -10%
CCc1nn2c(=O)cc(COC(=O)Cc3ccccc3)nc2s1 | -20% | 14%
Cc1sc2c(c1C)c(=O)n(CCc1ccccc1)c(=O)n2Cc1cccc(F)c1 | -8% | -3%
Cc1cc(O)c(C(c2ccc(F)cc2)N2CCN(c3ccccc3)CC2)c(=O)n1Cc1ccco1 (stereo not drawn) | 7% | 24%
Cn1cc(C(=O)O)c(=O)c2cc(S(=O)(=O)N3CCCCC3)ccc21 | 9% | ?
CCc1nn(-c2ccccc2)c2nc(-c3ccc(O)cc3)c3cc(OC)c(OC)cc3c12 | -4% | -9%
COc1ccccc1-c1cc2nc(C)c(CCC(=O)O)c(C)n2n1 | -11% | -15%
COc1cc(Nc2nc(SCc3ccccc3F)nc3ccccc23)cc(OC)c1 | -46%[inhibitor] | 37%
CCN(CC)C(=O)c1sc(NC(=O)C2c3ccccc3Oc3ccccc32)c(C(=O)OC(C)C)c1C | -40% | -60%
COc1ccc(/C=C/c2nc3ccccc3c(=O)n2-c2cccc(C(F)(F)F)c2)cc1 | 13% | -6%
CCOC(=O)CSc1nc2c(sc3ccccc32)c(=O)n1Cc1ccc(OC)cc1 | 3% | -11%
COc1ccccc1OCC(=O)N(Cc1ccco1)Cc1ccccc1F | 11% | 22%
CCCCN1CCc2nc(Nc3ccc(OC)cc3OC)ncc2C1 | -2% | 1%
CC(=O)c1ccc(NC(=O)c2ccc3c(c2)N(Cc2cccc(Cl)c2)C(=O)c2ccccc2S3=O)cc1 (stereo not drawn) | -8% | 26%
CCNC(=O)c1ccc(-n2c(-c3ccccc3)cc3c2CCCCC3)cc1 | 9% | -1%
Cc1cccc(NC(=O)N2CCN(C(=O)c3nsc4ccccc34)CC2)c1C | 8% | 31%
CCCCCNS(=O)(=O)c1ccc(N2CCCCS2(=O)=O)cc1 | -16% | -9%
Cc1ccc(CNC(=O)CCCc2nnc3n(C)c(=O)c4sccc4n23)cc1 | -7% | -11%
CCn1c(=O)c2sccc2n2c(CCC(=O)Nc3ccc(OC)cc3OC)nnc12 | -1% | 17%
Cc1ccc(NC(=O)C(=O)NCC(c2cccnc2)N2CCN(Cc3ccccc3)CC2)cc1C (stereo not drawn) | -3% | 1%
CCOC(=O)c1cc(S(=O)(=O)NCc2cccc(Cl)c2)[nH]n1 | -1% | -17%
CCCSCCCNC(=O)C1CCN(c2nc3ccccc3nc2C(F)(F)F)CC1 | -12% | 16%
CCc1ccc(CNC(=O)c2nn(-c3ccc(C)cc3)c(=O)c3c2c2ccccc2n3C)cc1 | -6% | -10%
COc1ccc(OC)c(CCNC(=O)c2cc3cccc4c3n2CCS4)c1 | 14% | ?
O=C(NCCc1ccc(Cl)cc1)C(=O)NCC(c1ccco1)S(=O)(=O)c1ccc(Cl)cc1 (stereo not drawn) | -5% | -18%
CCN(C(=O)c1cc2c(=O)oc3ccc(C)cc3c2s1)c1cc(OC)ccc1OC | -7% | 0%
Cc1ccc(Cl)cc1Nc1sc(C(=O)c2ccccc2)c(N)c1S(=O)(=O)c1ccccc1 | -3% | -7%
CN(C)S(=O)(=O)N(CC(=O)NCCSCc1ccccc1Cl)c1ccccc1 | 9% | 40%
O=C1Cc2cc(S(=O)(=O)N3CCCCC3)cc3c2N1CCC3 | -12% | ?
Fc1ccc(-n2ncc3c(N4CCCCCC4)ncnc32)cc1 | -10% | 13%
CCOc1ccc(-c2cc(CCCC(=O)NCCc3ccc(OC)c(OC)c3)no2)cc1 | -7% | 13%
N#Cc1nc(/C=C/c2ccc(F)cc2)oc1N1CCN(c2ccccc2)CC1 | -8% | -15%
O=C(Nc1ccc(Cl)cc1)c1cc2nc(-c3ccc4c(c3)OCO4)cc(C(F)(F)F)n2n1 | -3% | 23%
CCOc1ccc(NC(=O)/C=C\C(=O)N(c2ccc(C(C)C)cc2)C(C(=O)NCc2ccco2)c2ccc(F)cc2)cc1 (stereo not drawn) | 3% | ?
Cc1nc2ccc(S(=O)(=O)N(C)CC(=O)Nc3cccc(C(F)(F)F)c3)cc2s1 | -4% | -22%
O=C1CN(C(=O)c2ccc(S(=O)(=O)N3CCCC3)cc2)C(c2ccc(F)cc2)c2cc(F)ccc2N1 (stereo not drawn) | -5% | ?
COc1cc(NC(=O)N2CCSc3ccccc32)cc(OC)c1OC | -1% | 6%
O=C(c1ccccc1Cl)N(Cc1ccco1)c1ccccn1 | -9% | 4%
O=C(COc1ccccc1Cl)NCC1(N2CCOCC2)CCCCC1 | -23% | -9%
Cc1ccc(-c2cc(C(=O)N(Cc3ccccc3)Cc3ccco3)no2)cc1F | -3% | 35%
Cc1cn2c(=O)cc(COc3ccc(NC(=O)c4ccc(C(C)(C)C)cc4)cc3)nc2s1 | -9% | -8%
CC1=C(C(=O)Nc2cccnc2)C(c2ccc(Cl)cc2)n2nc(-c3ccccc3)nc2N1 (stereo not drawn) | -1% | 7%
O=C(CCC1N=C2c3ccccc3N=C(SCc3ccc(Cl)cc3)N2C1=O)NCc1cccs1 (stereo not drawn) | -5% | 6%
O=C(CCNS(=O)(=O)c1cccc2nonc12)Nc1ccc(F)cc1 | -12% | 15%
Cc1ccccc1NC(=O)N1CCC(CN2CCCC2)CC1 | 0% | 3%
Cc1ccc(C(=O)Nc2nc(-c3ccccc3)ns2)cc1 | -10% | -5%
CCOC(=O)C1=C(CN2CCN(c3ccc(OC)cc3)CC2)NC(=O)NC1c1ccc(OC)cc1 (stereo not drawn) | -12% | 30%
CCc1nn2c(=O)cc(COC(=O)c3ccccc3NC(=O)c3ccc(C(C)(C)C)cc3)nc2s1 | -12% | 12%
COc1ccc(CNC(=O)c2cc(-c3ccc(Br)s3)nc3ccccc23)c(OC)c1 | 2% | -14%
CCOc1ccc(-c2n[nH]c3c2C(c2cccs2)N(c2ccc(Br)cc2)C3=O)cc1 (stereo not drawn) | 8% | ?
Cc1ccccc1CS(=O)(=O)CC1Nc2ccc(C(=O)NCc3ccc(Cl)cc3)cc2NC1=O (stereo not drawn) | -10% | -28%
CCOC(=O)c1ccc(NC(=O)CN2C(=O)CC(c3ccc(C)c(C)c3)=Nc3ccccc32)cc1 | -35% | 25%
CSc1ccc(CCNC(=O)c2ccc3c(c2)nc2n3CCC(C)C2)cc1 (stereo not drawn) | -11% | -12%
Cc1ccc(NC(=O)c2ccc3c(c2)NC(=O)c2ccccc2S3)cc1 | 6% | 3%
COc1ccc(CNC(=O)c2c(O)nc3c(C)cccn3c2=O)cc1 | -23% | -1%
CC1=C(C(=O)OCc2ccc(C)cc2)C(c2ccccc2Cl)CC(=O)N1 (stereo not drawn) | -4% | -1%

Four of the compounds above, with each value named:
O=C(CCC1N=C2c3ccccc3N=C(SCc3ccc(Cl)cc3)N2C1=O)NCc1cccs1 (stereo not drawn)
  Abeta yeast res: -5%
  FUS yeast rescue: 6%

O=C(CCNS(=O)(=O)c1cccc2nonc12)Nc1ccc(F)cc1
  Abeta yeast res: -12%
  FUS yeast rescue: 15%

CCOC(=O)c1ccc(NC(=O)CN2C(=O)CC(c3ccc(C)c(C)c3)=Nc3ccccc32)cc1
  Abeta yeast res: -35%
  FUS yeast rescue: 25%

Cc1ccc(C(=O)Nc2nc(-c3ccccc3)ns2)cc1
  Abeta yeast res: -10%
  FUS yeast rescue: -5%
